From PubChem BioAssay
HIF-2a block – HIF-2a reporter inhibitors, primary screen, luminescence, 786-0 RCC cells; inhibition, % at 18.8 µM; AID 624352, 2012; 0.72% of 360,000 active; 786-0 RCC cells HIF-2a reporter, luciferase luminescence, overnight;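 active means inhibition of the luminescence signal of 40% or more relative to plate controls, in a single-dose primary screen at 18.75 µM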
iPSC survival up – enhancers of single-cell hiPSC survival, primary screen, ATPlite luminescence. 100% = ROCK inhibitor wells, 0% = DMSO. survival enhancement, % at 20 µM. 0.044% of 360,000 active. AID 602274, 2012; in the data active means survival enhancement above about 18%;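 further: cells exposed to compounds for 16 hours before the ATP read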
EBV LMP1 NFkB – EBV LMP1-driven NF-kappaB luciferase reporter inhibitors, primary screen, cell-based, luminescence, single point; LMP1-induced NF-kappaB luciferase reporter cells; inhibition, % at 12.5 µM; 0.69% of 350,000 active; in the data active means inhibition above about 41%;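 further: 0% = neutral control wells and 100% = reference inhibitor control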
Peg3 prom inh – Peg3 promoter-driven luciferase inhibitors, primary screen, cell-based, HeLa, luciferase luminescence; HeLa PEG-Prom luciferase reporter, overnight; inhibition, % at 20 µM; 1.7% of 360,000 active; AID 588405, 2011;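 active means inhibition of at least 50% at 20 µM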
NR2E3 ag-1 – NR2E3 agonists in two-hybrid cells, primary screen, cell-based, luminescence, CHO-S, Gal4-NCOR/VP16-NR2E3 | luciferase | inhibition of corepressor binding, % at 3.98 µM | 0.35% of 360,000 active | AID 602229, 2012;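 active means inhibition above the mean of all tested compounds plus 3 SD, cut at about 70% in these data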;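 further: 0% = DMSO with NR2E3 transfected cells and 100% = cells lacking NR2E3 construct; higher means lower luciferase signal from less NR2E3 corepressor binding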
Target sequence (Q9Y5X4 whole entry, looked up, the tested form may be a part): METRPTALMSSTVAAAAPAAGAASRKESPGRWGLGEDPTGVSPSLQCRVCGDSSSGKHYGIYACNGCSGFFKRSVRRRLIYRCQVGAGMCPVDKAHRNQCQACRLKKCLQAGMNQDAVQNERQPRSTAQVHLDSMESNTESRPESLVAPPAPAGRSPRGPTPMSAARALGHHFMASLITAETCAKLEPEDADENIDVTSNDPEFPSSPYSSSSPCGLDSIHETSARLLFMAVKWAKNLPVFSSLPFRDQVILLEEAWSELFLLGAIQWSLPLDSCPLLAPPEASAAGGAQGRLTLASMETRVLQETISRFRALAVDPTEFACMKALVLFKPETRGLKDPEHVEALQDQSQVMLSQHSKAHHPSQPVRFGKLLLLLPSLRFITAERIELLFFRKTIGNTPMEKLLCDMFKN
Shn3 inh set2 – reduction of Shn3 3'UTR firefly luciferase signal, primary screen, Schnurri-3 inhibitor project, cell-based, Clone20 osteoblasts, set 2 | Clone20 osteoblast Shn3 3'UTR firefly luciferase, 24 h | inhibition, % at 12.5 µM | 0.52% of 360,000 active | AID 588674, 2011;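 active means mean inhibition of at least 75% with every replicate also reaching 75%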;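 further: 0% = median of neutral control wells and 100% = pilot-screen positive control compound; some compounds past the cut are filed as inactive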
MITF TRPM1 inh – inhibitors of MITF-dependent TRPM1 promoter reporter, primary screen, cell-based, SK-MEL-5, single point, luciferase | inhibition, % at 12.5 µM | 0.83% of 330,000 active | AID 488899, 2010 | SK-MEL-5 TRPM1 promoter luciferase, 24 h;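 active means mean inhibition across replicates of 60% or more, whatever share of single replicates reaches that level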; further: values of inactives mirror those of a sister screen read the other way
KKLEB cytotox – cytotoxicity in KKLEB CF airway cells, primary screen, cytotoxicity control for CF NF-kB inhibitor project, cell-based, uHTS, fluorescence assay plates | KKLEB CF airway cells viability, ATPlite luminescence, overnight; hits give low values; cells stimulated with P. aeruginosa culture filtrate | activity change (cytotoxicity), % at 5 µM | 0.36% of 360,000 active | AID 602141, 2011;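 active means corrected activity change at or below -50% at 5 µM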
C8 TRAIL sens – viability loss with TRAIL in NB7+C8 cells, primary screen, TRAIL sensitizer project, cell-based, ATPlite luminescence | inhibition (viability loss, TRAIL sensitization), % at 10 µM | 1% of 360,000 active;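 active means compounds causing at least 50% loss of cell viability in the single-dose screen, relative to plate controls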
CF NFkB inh – inhibitors of PAF-induced NF-kB signaling, primary screen, cell-based, GFP fluorescence, uHTS; inhibition, % at 5 µM; KKLEB NF-kB-GFP reporter, GFP fluorescence overnight; 0.86% of 360,000 active;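 active means at least 50% inhibition at 5 µM, scaled per plate between neutral and stimulator controls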;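 further: PAF is a Pseudomonas aeruginosa culture filtrate used as stimulus; plate controls were PAF-stimulated DMSO wells for no effect and unstimulated DMSO wells for full effect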
NR2E3 ag-2 – inhibitors of NR2E3-RetCOR corepressor binding, primary screen, NR2E3 agonist project, biochemical, TR-FRET, GST-NR2E3, biotin-RetCOR; Photoreceptor-specific nuclear receptor (Homo sapiens), Q9Y5X4; 1536-well; inhibition of corepressor binding, % at 4.78 µM; 0.12% of 320,000 active; AID 2300, 2010;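 active means percent inhibition above the cutoff of mean plus 3 SD of all tested compounds, set per screening campaign, cut at about 20% in these data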;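 further: 0% = DMSO wells and 100% = biotin wells as full block of FRET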
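Test system – NR2E3–RetCOR corepressor complex · Quantity – NR2E3 fusion 1.35 nM · Buffer or medium – Tris pH 7.5 · Incubation – Compound–protein incubation for 5 h at 4 °C · Technique – TR-FRET, Eu(K)-anti-GST donor, streptavidin-D2 acceptor, ex 340, em 617/671 nm · Evaluation – percent inhibition of 671/617 nm emission ratio versus biotin and DMSO controls · Plate – 1536-well format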
Numbers without * were called inactive.

`O=C(c1ccc(F)cc1F)N(Cc1ccccn1)Cc1ccco1` gave HIF-2a block 5, iPSC survival up -4.9, EBV LMP1 NFkB 3, Peg3 prom inh 5, NR2E3 ag-1 -24, Shn3 inh set2 -5, MITF TRPM1 inh -7, KKLEB cytotox -20, C8 TRAIL sens 1, CF NFkB inh 17 and NR2E3 ag-2 2.
COc1cc(-c2nnc3n2CCCCC3)cc(OC)c1OC was read as HIF-2a block 14, iPSC survival up -0.8, EBV LMP1 NFkB 3, Peg3 prom inh -1, NR2E3 ag-1 -33, Shn3 inh set2 -4, MITF TRPM1 inh 4, KKLEB cytotox 2, C8 TRAIL sens -19, CF NFkB inh 2 and NR2E3 ag-2 3.
For Cc1ccc(C)c(OCCC(=O)Nc2cc(S(=O)(=O)N3CCCCC3)ccc2C)c1 the results were HIF-2a block -9, iPSC survival up -2.8, EBV LMP1 NFkB 5, Peg3 prom inh 16, NR2E3 ag-1 -7, Shn3 inh set2 -5, MITF TRPM1 inh 3, KKLEB cytotox -13, C8 TRAIL sens 6 and CF NFkB inh -10.
`CC#CCCCC(=O)Nc1cc(OC)nc(OC)n1` gave HIF-2a block -13, iPSC survival up 0.2, EBV LMP1 NFkB -9, Peg3 prom inh -10, NR2E3 ag-1 -16, Shn3 inh set2 0, MITF TRPM1 inh -7, KKLEB cytotox 11, C8 TRAIL sens -2, CF NFkB inh -12 and NR2E3 ag-2 -3.
Cc1ccccc1S(=O)(=O)Cc1ccc(C(=O)N(C)C2CCCCC2)o1 was read as HIF-2a block 3, iPSC survival up 0.1, EBV LMP1 NFkB 1, Peg3 prom inh 4, NR2E3 ag-1 0, Shn3 inh set2 -5, MITF TRPM1 inh 1, KKLEB cytotox 5, C8 TRAIL sens -5, CF NFkB inh -1 and NR2E3 ag-2 -5.
For Cc1cc(C)c2c(=O)n(CC(=O)NC3CCCC3)sc2n1 the results were HIF-2a block -3, iPSC survival up -0.3, EBV LMP1 NFkB -6, Peg3 prom inh 8, NR2E3 ag-1 -18, Shn3 inh set2 11, MITF TRPM1 inh 14, KKLEB cytotox -6, C8 TRAIL sens -12, CF NFkB inh 2 and NR2E3 ag-2 1.
`NC(=O)c1ccc(NC(=O)COC(=O)c2n[nH]c3ccccc23)cc1` gave HIF-2a block -1, iPSC survival up 0.5, EBV LMP1 NFkB -3, Peg3 prom inh -3, NR2E3 ag-1 4, Shn3 inh set2 -8, MITF TRPM1 inh 3, KKLEB cytotox 11, C8 TRAIL sens 9, CF NFkB inh -22 and NR2E3 ag-2 2.
`CCCNC(=O)c1cc2cc([N+](=O)[O-])ccc2s1` gave HIF-2a block -34, iPSC survival up -0.6, EBV LMP1 NFkB 1, Peg3 prom inh -16, NR2E3 ag-1 -5, Shn3 inh set2 12, MITF TRPM1 inh -6, KKLEB cytotox -10, C8 TRAIL sens 41, CF NFkB inh -5 and NR2E3 ag-2 3.
`O=[N+]([O-])c1ccc(NC(=S)N2CCN(c3ccc(F)cc3)CC2)cc1` gave HIF-2a block -1, iPSC survival up 5.1, EBV LMP1 NFkB -3, Peg3 prom inh 11, NR2E3 ag-1 47, Shn3 inh set2 8, MITF TRPM1 inh -1, KKLEB cytotox -8, C8 TRAIL sens -4, CF NFkB inh 3 and NR2E3 ag-2 3.
Screening COc1ccc(C(=O)O)cc1NC(=S)NC(=O)CSc1ccc(Cl)cc1 returned HIF-2a block 9, iPSC survival up -0.3, EBV LMP1 NFkB 0, Peg3 prom inh 7, NR2E3 ag-1 0, Shn3 inh set2 -3, MITF TRPM1 inh -1, KKLEB cytotox 1, C8 TRAIL sens -13, CF NFkB inh 21 and NR2E3 ag-2 1.

Quoted at random: 2 records from the list, in no set order.
`O=C(c1ccc(F)cc1F)N(Cc1ccccn1)Cc1ccco1` gave HIF-2a block 5, iPSC survival up -4.9, EBV LMP1 NFkB 3, Peg3 prom inh 5, NR2E3 ag-1 -24, Shn3 inh set2 -5, MITF TRPM1 inh -7, KKLEB cytotox -20, C8 TRAIL sens 1, CF NFkB inh 17 and NR2E3 ag-2 2.
`CCCNC(=O)c1cc2cc([N+](=O)[O-])ccc2s1` gave HIF-2a block -34, iPSC survival up -0.6, EBV LMP1 NFkB 1, Peg3 prom inh -16, NR2E3 ag-1 -5, Shn3 inh set2 12, MITF TRPM1 inh -6, KKLEB cytotox -10, C8 TRAIL sens 41, CF NFkB inh -5 and NR2E3 ag-2 3.

Further entries:
`CCCCc1cc(=O)oc2cc(OCC(=O)NCC3CCC(C(=O)O)CC3)ccc12` (stereo unspecified) gave HIF-2a block -5, iPSC survival up 1.7, EBV LMP1 NFkB 8, Peg3 prom inh 8, NR2E3 ag-1 -13, Shn3 inh set2 -2, MITF TRPM1 inh -4, KKLEB cytotox -8, C8 TRAIL sens -4, CF NFkB inh -16 and NR2E3 ag-2 2.
`COc1cc(-c2cc(C(=O)O)c3cc4ccccc4cc3n2)cc(OC)c1OC` gave HIF-2a block 6, iPSC survival up -0.9, EBV LMP1 NFkB -1, Peg3 prom inh 11, NR2E3 ag-1 -26, Shn3 inh set2 -13, KKLEB cytotox 2, C8 TRAIL sens -7 and CF NFkB inh -6.
Screening CC(NC(=O)CNC(=O)c1sc2ccccc2c1Cl)c1ccc(S(N)(=O)=O)cc1 (stereo unspecified) returned HIF-2a block -23, iPSC survival up -0.5, EBV LMP1 NFkB 2, Peg3 prom inh -27, NR2E3 ag-1 -1, Shn3 inh set2 -8, MITF TRPM1 inh -16, KKLEB cytotox -20, C8 TRAIL sens -17, CF NFkB inh 12 and NR2E3 ag-2 0.
O=C(CN1CCC(O)(c2ccccc2)CC1)Nc1ccc2c(c1)OCCO2 was read as HIF-2a block 15, iPSC survival up 0.5, EBV LMP1 NFkB 7, Peg3 prom inh 9, NR2E3 ag-1 -12, Shn3 inh set2 18, MITF TRPM1 inh -4, KKLEB cytotox 2, C8 TRAIL sens -7, CF NFkB inh -20 and NR2E3 ag-2 -2.
`CC(=O)Nc1ccc(CCc2nc3ccccc3[nH]2)cc1` gave HIF-2a block -13, iPSC survival up 0.0, EBV LMP1 NFkB -16, Peg3 prom inh -19, NR2E3 ag-1 1, Shn3 inh set2 -13, MITF TRPM1 inh 1, KKLEB cytotox 4, C8 TRAIL sens -7, CF NFkB inh 3 and NR2E3 ag-2 1.
`COc1ccc(C(=O)NCc2nnc(SCC(=O)Nc3nnc(C)s3)o2)cc1OC` gave HIF-2a block 4, iPSC survival up -2.1, EBV LMP1 NFkB -12, Peg3 prom inh -3, NR2E3 ag-1 -14, Shn3 inh set2 -7, MITF TRPM1 inh -10, KKLEB cytotox 0, C8 TRAIL sens -10, CF NFkB inh -3 and NR2E3 ag-2 3.
Screening CN(CCOc1ccccc1)CC(=O)Nc1cccc(C#N)c1 returned HIF-2a block 18, iPSC survival up 0.8, EBV LMP1 NFkB -3, Peg3 prom inh 14, NR2E3 ag-1 -22, Shn3 inh set2 11, MITF TRPM1 inh 4, KKLEB cytotox -1, C8 TRAIL sens -6, CF NFkB inh 10 and NR2E3 ag-2 5.
`COc1ccccc1CNC(=O)COC(=O)c1cc(C)oc1C` gave HIF-2a block 9, iPSC survival up 0.3, EBV LMP1 NFkB 0, Peg3 prom inh 2, NR2E3 ag-1 10, Shn3 inh set2 -10, MITF TRPM1 inh -4, KKLEB cytotox 12, C8 TRAIL sens 0, CF NFkB inh 9 and NR2E3 ag-2 -1.
Screening Cc1cc(=O)n(Cc2ccccc2)c2ccccc12 returned HIF-2a block 7, iPSC survival up -0.4, EBV LMP1 NFkB 3, Peg3 prom inh 10, NR2E3 ag-1 -35, Shn3 inh set2 1, MITF TRPM1 inh 0, KKLEB cytotox -8, C8 TRAIL sens -10, CF NFkB inh 3 and NR2E3 ag-2 4.
COc1ccccc1N1C(=O)CC(N2CCN(c3ccc(F)cc3)CC2)C1=O (stereo unspecified) was read as HIF-2a block 23, iPSC survival up -0.5, EBV LMP1 NFkB -13, Peg3 prom inh 4, NR2E3 ag-1 9, Shn3 inh set2 9, MITF TRPM1 inh -3, KKLEB cytotox -8, C8 TRAIL sens -7, CF NFkB inh -24 and NR2E3 ag-2 1.
Screening CCOc1ccc2[nH]cc(C(=O)O)c(=O)c2c1 returned HIF-2a block 14, iPSC survival up 1.9, EBV LMP1 NFkB -8, Peg3 prom inh 13, NR2E3 ag-1 -10, Shn3 inh set2 -10, MITF TRPM1 inh -7, KKLEB cytotox -41, C8 TRAIL sens -2, CF NFkB inh -4 and NR2E3 ag-2 3.
Screening COC(=O)c1cc2c(n(Cc3ccccc3)c1=O)CCCC2=O returned HIF-2a block 7, iPSC survival up -1.5, EBV LMP1 NFkB -1, Peg3 prom inh -1, NR2E3 ag-1 -14, Shn3 inh set2 -14, MITF TRPM1 inh 4, KKLEB cytotox 15, C8 TRAIL sens -2 and CF NFkB inh -10.
Cc1ccc2nc(N3C(=O)C(O)=C(C(=O)c4ccc(C)o4)C3c3ccco3)sc2c1 (stereo unspecified) was read as HIF-2a block -218, iPSC survival up -1.4, EBV LMP1 NFkB -3, Peg3 prom inh -127, NR2E3 ag-1 -56, Shn3 inh set2 -39, MITF TRPM1 inh 0, KKLEB cytotox -8, C8 TRAIL sens -19, CF NFkB inh -11 and NR2E3 ag-2 13.
`O=C(NCC1CCCO1)c1nn2c(C(F)(F)F)cc(-c3cccs3)nc2c1Cl` (stereo unspecified) gave HIF-2a block 8, iPSC survival up 0.0, EBV LMP1 NFkB -11, Peg3 prom inh 12, NR2E3 ag-1 -16, Shn3 inh set2 -6, MITF TRPM1 inh -3, KKLEB cytotox -2, C8 TRAIL sens -22, CF NFkB inh -16 and NR2E3 ag-2 5.
`COC(=O)c1ccccc1S(=O)(=O)Nc1ccc(OC)nc1` gave HIF-2a block 15, iPSC survival up -0.9, EBV LMP1 NFkB 2, Peg3 prom inh 9, NR2E3 ag-1 -12, Shn3 inh set2 4, MITF TRPM1 inh -5, KKLEB cytotox 0, C8 TRAIL sens 0, CF NFkB inh -4 and NR2E3 ag-2 0.
For Cc1ccc(NC(=O)C(=O)NCCCN2CCCC2=O)cc1 the results were HIF-2a block -126, iPSC survival up -0.2, EBV LMP1 NFkB -14, Peg3 prom inh -189, NR2E3 ag-1 -94, Shn3 inh set2 -3, MITF TRPM1 inh -60, KKLEB cytotox 13, C8 TRAIL sens 15, CF NFkB inh -19 and NR2E3 ag-2 6.
Screening NNC(=O)C1c2ccccc2Oc2ccccc21 returned HIF-2a block 17, iPSC survival up -0.3, EBV LMP1 NFkB -12, Peg3 prom inh -6, NR2E3 ag-1 23, Shn3 inh set2 8, MITF TRPM1 inh 4, KKLEB cytotox 0, C8 TRAIL sens 3, CF NFkB inh -14 and NR2E3 ag-2 0.

Some of the compounds tested, so the mix of outcomes need not match the whole.
